proKLK7 act: proKLK7 (human) activation, primary screen; activation, % at 7 µM; P49862; AID 652039; 0.9% of 370,000 active; purified proKLK7, EDANS-DABCYL substrate fluorescence; 100% is mature enzyme control, 0% vehicle;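 active = activation above the mean of all tested compounds plus 3 SD, computed per campaign excluding outliers beyond control limits, cut at about 13% in these data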
Target sequence (P49862 whole entry, looked up): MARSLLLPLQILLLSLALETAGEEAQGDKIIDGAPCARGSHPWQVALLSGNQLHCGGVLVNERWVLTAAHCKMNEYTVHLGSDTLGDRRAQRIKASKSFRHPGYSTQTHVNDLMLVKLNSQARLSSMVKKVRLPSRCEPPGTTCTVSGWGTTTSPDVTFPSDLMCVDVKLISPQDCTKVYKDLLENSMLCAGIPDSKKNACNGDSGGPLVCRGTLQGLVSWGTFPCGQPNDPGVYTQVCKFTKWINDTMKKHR
ADAM17 inh: inhibits human ADAM17 | recombinant ADAM17, EDANS/DABCYL FRET peptide cleavage | 0.83% of 370,000 active | inhibition, % at 6.95 µM | P78536;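 active = inhibition above the mean of compounds lying between control limits plus 3 SD, set per campaign, cut at about 8.5% in these data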;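 note: 0% = DMSO-only wells as the low control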
PLCg1 inh: PLC-gamma1 (human) inhibition, primary screen. purified PLC-gamma1, fluorogenic substrate, fluorescence. P19174. AID 720700. inhibition, % at 12.2 µM. 0.84% of 370,000 active; in the data active = inhibition above about 9.5%
Tn6 DDE FP: DD(E)-Tn6 binding inhibition, primary FP screen | 0.21% of 370,000 active | P02675 | inhibition, % at 8.3 µM | Fibrin DD(E) TRITC-Tn6 fluorescence polarization displacement;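 active = inhibition above a per-campaign cutoff: mean of compounds within control limits plus 3 SD, cut at about 15% in these data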;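 note: 0% = median of all compound wells on the plate and 100% = blocking peptide control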
ASAP1 inh: blocks human ASAP1-stimulated Arf1 GTP hydrolysis. Q9ULH1. GDP FP detection. inhibition, % at 16.5 µM. 0.19% of 360,000 active; in the data active = inhibition above about 25%;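 note: 0% = vehicle with enzyme and substrate and 100% = no enzyme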
UHRF1 binding: UHRF1 methyl-DNA binding inhibition. UHRF1 binding to methylated oligo, TR-FRET. 0.75% of 370,000 active. Q96T88. inhibition, % at 4.4 µM; in the data active = inhibition above about 21%;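 note: UHRF1 SRA domain binding a hemimethylated CpG hairpin DNA probe; 0% = median of test compound wells and 100% = reference inhibitor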
Target sequence (Q96T88 whole entry, looked up, the tested form may be a part): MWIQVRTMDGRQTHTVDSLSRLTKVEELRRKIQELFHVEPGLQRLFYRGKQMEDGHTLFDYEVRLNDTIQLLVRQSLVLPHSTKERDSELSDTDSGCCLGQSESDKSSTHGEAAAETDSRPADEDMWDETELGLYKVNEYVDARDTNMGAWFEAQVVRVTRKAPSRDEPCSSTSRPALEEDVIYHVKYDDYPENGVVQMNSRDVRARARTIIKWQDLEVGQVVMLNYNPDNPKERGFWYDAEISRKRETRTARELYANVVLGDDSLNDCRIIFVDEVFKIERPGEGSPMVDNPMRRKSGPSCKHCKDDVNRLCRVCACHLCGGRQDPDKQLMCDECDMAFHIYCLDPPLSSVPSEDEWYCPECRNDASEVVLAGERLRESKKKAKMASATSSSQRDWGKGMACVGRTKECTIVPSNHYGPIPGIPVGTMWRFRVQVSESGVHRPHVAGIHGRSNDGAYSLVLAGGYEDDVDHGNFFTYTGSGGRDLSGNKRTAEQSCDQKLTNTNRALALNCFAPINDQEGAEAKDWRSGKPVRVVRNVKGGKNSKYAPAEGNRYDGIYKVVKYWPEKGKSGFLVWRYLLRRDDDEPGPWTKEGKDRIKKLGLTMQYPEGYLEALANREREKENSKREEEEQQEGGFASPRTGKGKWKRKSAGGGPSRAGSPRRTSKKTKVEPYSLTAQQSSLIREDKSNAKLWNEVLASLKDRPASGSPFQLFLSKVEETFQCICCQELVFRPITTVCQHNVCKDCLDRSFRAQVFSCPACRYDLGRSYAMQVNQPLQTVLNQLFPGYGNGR
Tn7 DDE FP: inhibitors of Tn7 peptide binding to human fibrin DD(E) | inhibition, % at 8.3 µM | AID 720508 | FP displacement of FITC-Tn7 peptide from fibrin DD(E); 0% = median of compound wells per plate | 0.13% of 370,000 active;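 active = inhibition above the mean of compounds falling within the control limits plus 3 SD of them, cut at about 14% in these data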;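 note: 0% = plate median of compound wells and 100% = 10 µM Aha-Tn7 peptide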
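Assay system: Fibrin-DD(E) protein isolated from polymerized human fibrin clots; read-out basis: percent inhibition; medium: Tris/NaCl/CaCl2 buffer, pH 7.8; signal: FP measurement; incubation: 10 min plus 3 h, room temperature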
ARFGAP1 inhibitor: inhibits rat ARF GTPase activating protein 1; 0.26% of 360,000 active; Q62848; inhibition, % at 16.5 µM; Arfgap1-stimulated ARF1 GTP hydrolysis, GDP FP detection;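 active = inhibition above a per-plate limit, mean inhibition of low control wells plus 3 SD, cut at about 25% in these data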;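 note: 0% = DMSO wells with enzyme and 100% = wells lacking Arfgap1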
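System: truncated rat Arfgap1 GAP domain / Medium: HEPES-based buffer, pH 7.5 / Also added: N-terminally truncated human ARF1-GTP substrate / Incubation: enzyme reaction 120 min at 25 °C after 20 min preincubation / Measured by: FP of antibody-bound GDP Alexa 633 tracer, ex 620/em 688 nm / Replicates: singlicate, each compound tested once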
PLC-beta3 inh: inhibitors of human phospholipase C beta3; Purified PLC-beta3, fluorogenic substrate, fluorescence; inhibition, % at 12.2 µM; Q01970; AID 720704; 0.18% of 370,000 active; in the data active = inhibition above about 11%;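 note: 0% = median of compound wells on plate and 100% = full blocker control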
MBD2 DNA inh: MBD2-methylated oligo binding inhibition | Q9UBB5 | inhibition, % at 4.4 µM | 0.31% of 370,000 active | TR-FRET, MBD2 binding to methylated oligonucleotide | AID 686964; in the data active = inhibition above about 13%
The depositor's hits bear a star; i = inactive; x = not tested or not shown.

SMILES	proKLK7 act	ADAM17 inh	PLCg1 inh	Tn6 DDE FP	ASAP1 inh	UHRF1 binding	Tn7 DDE FP	ARFGAP1 inhibitor	PLC-beta3 inh	MBD2 DNA inh
C=CC#CC1(O)CC(C)[N+](C)(C)CC1C (stereo unspecified)	0.1	-2	0	-7	-3	13	-11	-1	-3	-2
C/C(=N\NC(=O)c1nnn(-c2nonc2N)c1-c1ccc2c(c1)OCO2)c1ccc(C)cc1	0.0	-3	-6	-4	-8	-1	-1	16	-15	1
O=C1NC(CCc2ccccc2)C(=O)N1CCOc1cccc(Br)c1 (stereo unspecified)	0.3	3	5	-3	15	1	-6	2	-2	-1
c1ccc(-c2cncnc2)cc1	-0.1	-2	0	6	9	-1	1	-10	2	-1
Nc1ccc(C#Cc2ccc3sc4ccccc4c(=O)c3c2)cc1	-0.9	-10	-16	-5	-21	-3	-2	9	-32	2
CC(C#N)Sc1nc2ccccc2c(=O)n1-c1ccccc1 (stereo unspecified)	0.6	-5	-4	-2	7	5	-4	18	-2	10
COc1ccc(/C=N/NC(=O)c2sccc2C)c2ccccc12	-0.5	-15	-53	-2	-3	-1	0	-4	-68	2
COc1ccccc1-c1nnc(SCC(=O)Nc2ccc(Cl)cc2Cl)o1	0.5	-4	-3	2	-14	-2	0	6	-2	-2
COc1cccc2c(N/N=C/c3ccco3)cc(C)nc12	-1.1	-53	-40	-1	-5	2	3	-3	-44	-1
COc1ccc(Cc2nc3ccc(C(=O)NCCc4ccncc4)cc3o2)cc1OC	0.3	-1	-2	-2	3	-2	-3	1	-8	-7
O=C(COc1ccc(C(=O)NCCN2CCOCC2)cc1)Nc1cccc(C(F)(F)F)c1	0.1	-7	-2	-2	-8	-2	-3	1	-5	-4
Cc1cccc(-c2sc(Nc3ccccc3)n[n+]2-c2ccc(F)cc2)c1	-0.1	1	-2	6	12	15	5	1	3	3
Cc1nc2ccccc2c(=O)n1Cc1ccc([N+](=O)[O-])cc1	0.2	-2	0	-9	-5	-1	-6	0	-3	1
COc1cc(C(=O)N(Cc2ccccc2)c2cccc(C)c2)ccc1OC(F)F	0.3	5	3	-7	-7	-2	-1	2	-3	-3
CSc1cccc(NC(=O)C2CCN(S(=O)(=O)c3cnc[nH]3)CC2)c1	0.4	-1	-1	-3	7	2	-6	9	-4	5
CC1=NN(c2ccccc2)C(=O)C1(C)C	0.0	8	2	-4	0	6	-1	5	5	2
CCNC(=O)C1CCCN(Cc2cc(C(F)(F)F)ccc2Cl)CC1 (stereo unspecified)	0.7	-1	-2	3	-11	1	-2	7	3	-3
CCCCNC(=O)c1onc(CSc2cccc(OCC)c2)c1C(=O)O	-0.1	0	-5	0	5	2	1	18	-9	6
CCOC(=O)N1CCN(C(c2ccccc2)c2sc3nc(C)nn3c2O)CC1 (stereo unspecified)	-0.3	9	3	3	2	5	-11	-7	1	3
Cn1c(NNC(=O)c2ccc(C(C)(C)C)cc2)cc(=O)n(C)c1=O	0.2	-3	1	-11	6	0	-5	1	0	0
CC1CC(C)CN(C(=O)C(NS(=O)(=O)c2ccc(Br)s2)c2ccccc2)C1 (stereo unspecified)	0.4	6	2	-4	-1	-4	-4	7	2	3
Nc1cccc(C(=O)N/N=C/c2ccsc2)c1	0.5	-3	1	1	7	6	-1	9	-5	-1
O=C(N1CCOCC1)N1CCN(c2ccccn2)CC1	0.6	-13	-5	3	-12	0	-7	-4	-5	1
C=C1CCN([C@@H](Cc2ccccc2)C(=O)NCCCc2ccccc2)S(=O)(=O)c2ccccc21	0.1	2	-1	-6	15	0	5	4	0	-5
CC(C)OCCCNC(=O)c1ccc(N(C)S(C)(=O)=O)cc1	-0.6	0	1	3	6	-2	-3	13	3	-1
CCN1CCN(c2ncc(C(=O)Nc3cc(Cl)c(OC)cc3OC)c3ccccc23)CC1	-0.3	-2	-8	2	4	-2	-5	-4	-6	0
O=C(/C=C/c1ccco1)NC(=S)Nc1ccccc1Br	-0.1	2	0	6	15	-2	6	-6	-5	-6
COc1cc(C(=O)CCN2CCC(c3ccccc3)C2)cc(OC)c1OC (stereo unspecified)	0.2	-1	2	-4	6	4	-4	7	5	4
Cc1ccc([N+](=O)[O-])cc1NC(=O)Nc1cccc(F)c1	-0.7	-2	0	-14	7	20	-12	10	-4	9
N#Cc1cn(-c2cccc(C(F)(F)F)c2)c(=O)[nH]c1=O	-0.4	-3	3	-3	-5	3	1	6	2	0
Cc1ccc(C)c(CSc2nnc(-c3cccs3)n2Cc2ccco2)c1	-0.2	4	4	-3	-5	-3	0	-6	-4	-5
O=C(Nc1cccnc1Cl)c1cc2ccccc2o1	-0.1	-5	2	-3	0	0	6	-2	-1	0
Cc1cc(NC(=O)CS(=O)c2cn(Cc3cccc(Cl)c3)c3ccccc23)no1 (stereo unspecified)	0.1	2	1	2	-6	1	1	3	1	0
COCCNC(=O)c1ccccc1NC(=O)c1ccccc1SC	-0.2	-2	1	3	-6	-2	2	-7	-2	5
N#Cc1ccccc1/C=N/Nc1nc(-c2ccccc2)c2cc(Br)ccc2n1	0.2	-3	-28	-8	8	-3	1	13	-34	-2
CCCn1c(N)c(C(=O)CSc2nnc(-c3c[nH]c4ccccc34)n2C2CC2)c(=O)[nH]c1=O	-0.9	0	3	-7	2	-2	-5	2	-5	3
Cc1ccccc1OCc1nnc(SCC(=O)Nc2ccc(N3CCOCC3)cc2)n1C	0.1	1	3	8	7	4	-1	3	1	0
O=C1CCCC(O)=C1N=Nc1c(Cl)cc(C(F)(F)F)cc1Cl	0.2	-6	2	43*	-8	2	1	-1	-5	5
COc1ccc(NC(=O)CNC(=O)C2CCCCC2)cc1	-0.2	-1	3	4	-8	-3	5	1	-2	2
O=C(NCc1ccco1)c1ccc(S(=O)(=O)N2CCCc3ccccc32)cc1	1.9	10*	6	-6	11	0	4	-9	7	-4

No new results follow: an excerpt of the list.
SMILES	proKLK7 act	ADAM17 inh	PLCg1 inh	Tn6 DDE FP	ASAP1 inh	UHRF1 binding	Tn7 DDE FP	ARFGAP1 inhibitor	PLC-beta3 inh	MBD2 DNA inh
CCCn1c(N)c(C(=O)CSc2nnc(-c3c[nH]c4ccccc34)n2C2CC2)c(=O)[nH]c1=O	-0.9	0	3	-7	2	-2	-5	2	-5	3
Cc1ccccc1OCc1nnc(SCC(=O)Nc2ccc(N3CCOCC3)cc2)n1C	0.1	1	3	8	7	4	-1	3	1	0
O=C1CCCC(O)=C1N=Nc1c(Cl)cc(C(F)(F)F)cc1Cl	0.2	-6	2	43*	-8	2	1	-1	-5	5
COc1ccc(NC(=O)CNC(=O)C2CCCCC2)cc1	-0.2	-1	3	4	-8	-3	5	1	-2	2
O=C(NCc1ccco1)c1ccc(S(=O)(=O)N2CCCc3ccccc32)cc1	1.9	10*	6	-6	11	0	4	-9	7	-4

Reformatted with values ahead of the structure: part of the list above.
proKLK7 act	ADAM17 inh	PLCg1 inh	Tn6 DDE FP	ASAP1 inh	UHRF1 binding	Tn7 DDE FP	ARFGAP1 inhibitor	PLC-beta3 inh	MBD2 DNA inh	canonical_smiles
-0.2	-1	3	4	-8	-3	5	1	-2	2	COc1ccc(NC(=O)CNC(=O)C2CCCCC2)cc1
-0.7	-2	0	-14	7	20	-12	10	-4	9	Cc1ccc([N+](=O)[O-])cc1NC(=O)Nc1cccc(F)c1

Additional entries.
SMILES	proKLK7 act	ADAM17 inh	PLCg1 inh	Tn6 DDE FP	ASAP1 inh	UHRF1 binding	Tn7 DDE FP	ARFGAP1 inhibitor	PLC-beta3 inh	MBD2 DNA inh
C=CCC[C@@H](Cc1ccc(F)cc1)C(=O)OC[C@H](Cc1c[nH]c2ccccc12)NC(=O)[C@@H](CC=C)CC(=O)N[C@@H](CO)Cc1ccccc1	1.6	8	10*	-4	10	4	-3	1	6	4
CCOC(=O)c1c(C)[nH]c(C(=O)COC(=O)c2ccc(F)c(S(=O)(=O)N3CCOCC3)c2)c1C	0.1	0	-1	5	-4	2	-7	7	-2	0
CCCCNC(=O)C1(C)CCN1C(=O)c1cccc2c1OCCO2 (stereo unspecified)	-0.2	-4	5	-5	13	8	1	5	5	4
O=C(NCc1ccccc1)OCCN1CCN(Cc2ccccc2)CCC1=O	0.6	-2	1	1	-2	1	5	-9	2	-2
CCOC(=O)c1nc(C)nc(Sc2n[nH]c(-c3cc(C(F)(F)F)cc(C(F)(F)F)c3)n2)c1C	0.2	-29	0	2	11	2	2	-4	0	-2
COc1ccccc1NC(=O)N(Cc1ccccc1)c1ccccn1	0.3	7	1	-12	4	5	-3	2	-3	1
Cn1cccc1CC(=O)N/N=C\c1c2ccccc2cc2ccccc12	-1.9	-1	-27	4	-12	-15	1	0	-54	-3
COc1ccccc1N(CCC#N)C(=O)CSc1nnc2ccccn12	0.2	3	-2	4	-8	2	8	-1	-3	-5
Cc1cccc(N(C(=O)Cn2nnc(-c3ccc(C)o3)n2)C(C(=O)NC2CCCC2)c2ccncc2)c1 (stereo unspecified)	0.4	0	3	3	-4	-1	3	-3	0	-2
CC(C)(C)S(=O)(=O)c1cnc(-c2ccccn2)nc1N	0.4	-3	-36	7	6	0	-7	9	-68	0
COC(=O)[C@]12C[C@H](CC(=O)NCCCCc3ccccc3)C(=O)N(Cc3ccccc3)C1=C[C@H](COCc1ccccc1)O[C@@H]2C	0.8	4	1	7	x	1	-6	x	2	-3
CC(C)(C)Nc1nc2ccc([N+](=O)[O-])cc2o1	-0.2	-1	1	4	3	0	-6	1	-7	4
CCN(CC)Cc1c(O)ccc2cc(-c3nc4ccccc4n3C)c(=O)oc12	52*	i	i	13	-14	-2	2	-11	i	-8

Part of the list above in order of number of heavy atoms, descending:
SMILES	proKLK7 act	ADAM17 inh	PLCg1 inh	Tn6 DDE FP	ASAP1 inh	UHRF1 binding	Tn7 DDE FP	ARFGAP1 inhibitor	PLC-beta3 inh	MBD2 DNA inh
COC(=O)[C@]12C[C@H](CC(=O)NCCCCc3ccccc3)C(=O)N(Cc3ccccc3)C1=C[C@H](COCc1ccccc1)O[C@@H]2C	0.8	4	1	7	x	1	-6	x	2	-3
COc1ccccc1N(CCC#N)C(=O)CSc1nnc2ccccn12	0.2	3	-2	4	-8	2	8	-1	-3	-5
COc1ccccc1NC(=O)N(Cc1ccccc1)c1ccccn1	0.3	7	1	-12	4	5	-3	2	-3	1

Source: PubChem BioAssay (The Scripps Research Institute Molecular Screening Center)
